# Compound activity from PubChem.
# STAT3 activator = activators of IL-6 induced STAT3 signaling; activation (% of control), % at 5.6 µM; hit rate 0.91% among 190,000; U3A cells, IL-6 STAT3-luciferase reporter, luminescence; 100% = signal with IL-6 EC80 alone;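 active means activation above the screen-wide mean of compound activation plus 3 SD, cut at about 130% in these data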;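 further: 0% = background luminescence of wells with medium and substrate only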
#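 Material: human U3A cells carrying STAT3-luciferase construct. Measured by: reporter luminescence signal. Timing: compound 1 h, then IL-6 6 h at 37 °C.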
# RAM inhibit = yeast RAM network inhibition. S. cerevisiae dse1pr::URA3 reporter, 5-FOA growth OD615, 2 d; analog-sensitive cbk1-as2 kinase mutant strain. inhibition, % at 50 µM. hit rate 1.8% among 190,000;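 active means inhibition above a set limit, 3 SD over mean compound inhibition, cut at about 8.4% in these data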;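 further: 0% = DMSO-only wells with no growth and 100% = 10 µM 1-NA-PP1 full growth; inhibition rescues growth on 5-FOA so higher OD means more RAM inhibition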
# NF-kB neuron act = compounds increasing NF-kB expression in human neuronal cells | fold change at 12.5 µM | hit rate 1.6% among 190,000 | NF-kB reporter expression; hits give high values; in the data active means fold change above about 3.3
# STAT1 activator = STAT1 signaling activation; NIH 3T3 STAT1-luciferase reporter, IFN-gamma, luminescence; 100% = IFN-gamma alone, no compound; activation (% of control), % at 5.5 µM; hit rate 2.6% among 200,000;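 active means activation above the screen-wide mean activation plus 3 SD, cut at about 130% in these data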;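 further: raw ratio to IFN-gamma control signal so 100% means no change and 0% no light; values of inactives mirror those of a sister screen read the other way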
# APP 5'UTR act = APP 5'UTR luciferase reporter activation | SH-SY5Y APP 5'UTR luciferase reporter, luminescence; zero percent = DMSO vehicle wells | activation, % at 2 µM | hit rate 1% among 190,000 | AID 1276;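 active means activation above a set limit, based on mean plus 3 SD of controls, cut at about 140% in these data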; further: values of inactives mirror those of a sister screen read the other way
# Hsp70 activator = switches on Hsp70 transcription. HeLa Hsp70 promoter luciferase reporter, luminescence; scaled: vehicle 0, proteasome-inhibitor control 100%. activation, % at 10 µM. hit rate 0.04% among 200,000;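 active means activation above the mean across all tested compounds plus 3 SD, cutoff set per campaign, cut at about 5.5% in these data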;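 further: 100% = MG132 at 30 µM as the positive control and 0% = DMSO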
# STAT1 inh = STAT1 signaling inhibition; NIH 3T3 STAT1-luciferase reporter, IFN-gamma, luminescence; hit rate 0.35% among 200,000; AID 920; inhibition, % at 5.5 µM;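 active means inhibition above a set limit, the mean inhibition across all tested compounds plus 3 SD, cut at about 34% in these data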;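 further: 0% = IFN-gamma with DMSO and 100% = IFN-gamma with 300 µM nifuroxazide; values of inactives mirror those of a sister screen read the other way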
# STAT3 inh = inhibitors of IL-6 induced STAT3 signaling | U3A cells, IL-6 STAT3-luciferase reporter, luminescence; host cell line lacks STAT1 | inhibition, % at 5.5 µM | hit rate 0.89% among 190,000 | AID 862;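 active means inhibition above the mean inhibition across all screened compounds plus 3 SD, cut at about 44% in these data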;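 further: 0% = DMSO only wells and 100% = 100 µM nifuroxazide control wells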
# APP transl inh = APP translation inhibition | AID 1285 | inhibition, % at 2 µM | hit rate 0.82% among 190,000 | SH-SY5Y APP 5'UTR-luciferase reporter, luminescence;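 active means inhibition above a set limit, derived from the sample mean plus 3 SD, cut at about 45% in these data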; further: values of inactives mirror those of a sister screen read the other way
# FLuc inh counter = counter-screen for luciferase assay inhibitors: firefly luciferase inhibition; P08659; ATPLite firefly luciferase biochemical luminescence, 10 min; inhibition, % at 10 µM; hit rate 1.5% among 200,000; AID 1006;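 active means inhibition above about 50% when tested at 10 µM, limit read from the data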
# Target sequence (P08659 whole entry, looked up): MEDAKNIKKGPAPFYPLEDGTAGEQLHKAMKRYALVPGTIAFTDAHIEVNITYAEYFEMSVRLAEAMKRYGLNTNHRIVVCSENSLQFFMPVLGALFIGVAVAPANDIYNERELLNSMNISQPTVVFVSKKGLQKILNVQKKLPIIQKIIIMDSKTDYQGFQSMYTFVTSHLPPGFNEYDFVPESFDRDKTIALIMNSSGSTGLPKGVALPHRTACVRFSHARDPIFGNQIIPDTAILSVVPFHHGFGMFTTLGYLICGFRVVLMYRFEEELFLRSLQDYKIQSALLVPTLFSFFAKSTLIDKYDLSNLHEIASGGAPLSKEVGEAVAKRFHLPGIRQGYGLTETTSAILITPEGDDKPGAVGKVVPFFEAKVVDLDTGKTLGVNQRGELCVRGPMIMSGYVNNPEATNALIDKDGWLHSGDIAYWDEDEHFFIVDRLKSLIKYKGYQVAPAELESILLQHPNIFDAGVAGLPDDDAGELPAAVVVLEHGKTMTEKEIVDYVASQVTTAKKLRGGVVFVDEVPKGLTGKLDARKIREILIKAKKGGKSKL
# * = called active by the depositor; · = not tested or not shown. This is a random part of the collection. About 7.7% of those tested had a hit in this group.
SMILES,STAT3 activator,RAM inhibit,NF-kB neuron act,STAT1 activator,APP 5'UTR act,Hsp70 activator,STAT1 inh,STAT3 inh,APP transl inh,FLuc inh counter
CNc1ccc(Br)cc(C(=O)/C=C/c2ccc(OC)cc2)c1=O,100,1.8,1.1,101,-5,-0.2,-1,4,5,7
COc1ccc(CCN(C(=O)/C=C/C(=O)O)C2CC(=O)N(c3ccccc3)C2=O)cc1 (configuration not stated),103,0.0,1.1,102,-3,-0.1,-4,1,4,-1
COc1ccc(/C=N/Nc2ncc(Br)cn2)c(OC)c1,85,0.1,3.7*,165*,42,0.1,-73,20,-42,12
O=C1c2ccccc2C(=O)N1CN(C(=O)c1ccccc1[N+](=O)[O-])c1ccc(F)cc1,100,0.0,1.3,101,4,-0.1,-1,-2,-4,-4
CCn1c(SCC(=O)NCc2ccccc2)nc2nc3c(cc2c1=O)CCCC3,99,0.9,0.95,95,15,-0.1,3,6,-15,-10
CCCCOC(=O)C(C)Sc1n[nH]c(=O)[nH]c1=O (configuration not stated),104,1.0,0.99,97,12,0.2,2,7,-12,-11
Cc1ccc(CC(=O)Nc2cccnc2)cc1,96,0.1,0.85,96,-4,-0.3,2,8,4,-7
COC(=O)C(C)(C)ONC(=O)Nc1ccccc1,96,-0.4,0.97,100,-6,-0.1,0,7,6,0
O=C(N/C(=C/c1cccs1)c1nc2ccccc2[nH]1)c1ccccc1,102,1.7,0.94,103,-20,-0.3,-3,8,20,-6
CC(=O)N1CCc2cc(S(=O)(=O)NC(Cc3ccccc3)C(=O)Nc3cc(C)ccn3)ccc21 (configuration not stated),99,4.0,0.88,91,4,-0.1,9,-1,-4,-1
COc1ccc(/C=N/NC(=O)C2(C)NC(C)(C)Cc3ccccc32)cc1 (configuration not stated),104,1.2,1,104,-24,-0.3,-5,2,24,-3
CCC(=O)NCCc1cc2ccc(C)c(C)c2[nH]c1=O,93,-0.2,1.4,94,28,-0.2,4,7,-28,-4
COc1ccc(/C=N/NC(=O)CCC(=O)Nc2ccccc2)cc1OC,113,0.9,1.4,106,6,-0.3,-6,-15,-6,4
CC(C)Oc1ccc(N2CC(C(=O)Nc3ccccc3F)CC2=O)cc1 (configuration not stated),100,0.6,1.1,97,-4,-0.1,6,3,4,-8
COC(=O)c1ccccc1NC(=O)COc1ccccc1[N+](=O)[O-],121,4.0,0.73,101,10,0.0,-2,-9,-10,0

# The list goes on (6 carried over from the part before).
SMILES,STAT3 activator,RAM inhibit,NF-kB neuron act,STAT1 activator,APP 5'UTR act,Hsp70 activator,STAT1 inh,STAT3 inh,APP transl inh,FLuc inh counter
CC(=O)N1CCc2cc(S(=O)(=O)NC(Cc3ccccc3)C(=O)Nc3cc(C)ccn3)ccc21 (configuration not stated),99,4.0,0.88,91,4,-0.1,9,-1,-4,-1
COc1ccc(/C=N/NC(=O)C2(C)NC(C)(C)Cc3ccccc32)cc1 (configuration not stated),104,1.2,1,104,-24,-0.3,-5,2,24,-3
CCC(=O)NCCc1cc2ccc(C)c(C)c2[nH]c1=O,93,-0.2,1.4,94,28,-0.2,4,7,-28,-4
COc1ccc(/C=N/NC(=O)CCC(=O)Nc2ccccc2)cc1OC,113,0.9,1.4,106,6,-0.3,-6,-15,-6,4
CC(C)Oc1ccc(N2CC(C(=O)Nc3ccccc3F)CC2=O)cc1 (configuration not stated),100,0.6,1.1,97,-4,-0.1,6,3,4,-8
COC(=O)c1ccccc1NC(=O)COc1ccccc1[N+](=O)[O-],121,4.0,0.73,101,10,0.0,-2,-9,-10,0
CN1CCC(N(C)CC(O)c2ccccc2)CC1 (configuration not stated),100,0.4,1.2,106,-2,-0.2,-7,6,2,-11
Cc1cc(C)nc(SCC(=O)Nc2ccnc3ccccc23)n1,26,1.6,0.84,66,5,-0.1,36*,86*,-5,-2
CC(C)C(=O)Nc1c2c(nc3ccccc13)N(C)CC2,98,0.5,0.87,92,-9,0.0,8,8,9,-3
O=C(OCCN1CCCC1=O)c1cc(F)c(F)c(F)c1F,100,0.1,1.2,92,-12,-0.3,9,5,12,-4
OC(CSc1ccccc1Cl)CN1CCN(c2ccccc2F)CC1 (configuration not stated),104,-0.5,1,102,-8,0.3,-2,1,8,-6
O=C1C2CCCN2C(c2ccc(Br)cc2)N1c1ccc(F)cc1 (configuration not stated),103,1.4,1.3,97,9,-0.3,3,6,-9,-8
Cc1ccc(-n2c(C)cc(C=C3C(=O)CC(C)(C)CC3=O)c2C)cc1,109,2.5,0.92,100,-4,0.6,0,-11,4,3
COc1cc(/C=C2/NC(=O)NC2=O)cc(Br)c1OCc1ccc(C(=O)O)cc1,109,5.0,1.3,96,-5,-0.1,2,-1,5,-10
CC1(C)CC(=O)C(/C=N/n2cnc3ccccc3c2=O)=C(O)C1,99,3.8,1.1,88,76,0.8,13,3,-76,-7
O=C(/C=C/c1ccc(F)cc1)NC(=S)NNC(=O)c1cccnc1,103,2.3,1,102,-8,-0.3,-2,-6,8,10
O=C(Cc1cccs1)N/N=C\c1ccc(O)cc1,142*,0.0,1.6,108,9,0.2,-10,-38,-9,2
CCCCNC(=O)COC(=O)c1cc2c(C)nn(-c3ccccc3)c2s1,102,-0.4,0.92,93,0,0.5,7,4,0,-9
O=C(N/N=C/c1c(Cl)cccc1Cl)c1cccc(F)c1,98,1.8,0.97,113,13,-0.1,-15,13,-13,-1
CCOC(=O)COc1cccc2c(=O)n(CC(=O)NCc3ccc4c(c3)OCO4)ccc12,105,1.7,1.2,104,17,0.1,-4,3,-17,-10
CCN(CC)S(=O)(=O)c1ccc(OC)c(NC(=O)COc2ccccc2[N+](=O)[O-])c1,97,3.4,·,100,11,0.4,0,9,-11,-5
CCOC(=O)CNC(=O)c1cnn2cccnc12,96,2.6,1.3,107,4,-0.4,-8,9,-4,1
CNc1csc(C)c(C)c1=O,97,2.4,1.1,102,-3,-0.4,-2,9,3,-2
O=C(COC(=O)Cc1ccccc1F)Nc1ccc2c(c1)OCCO2,106,0.9,1.2,101,9,0.0,-1,-4,-9,15
CC(C)(C)C(=O)Nc1ccc(C(=O)Nc2cccnc2)cc1,102,2.0,1.5,120,54,0.0,-22,1,-54,17
O=c1sc(/C=N/Nc2ccccc2)c(Cl)n1Cc1ccccc1,96,4.0,1.7,91,44,0.0,10,7,-44,5
Cc1sc2nc(CN3CCOCC3)nc(N3CCC(C(N)=O)CC3)c2c1C,107,·,·,102,9,-0.1,-2,-5,-9,·
CC(=O)Oc1c(Cl)c(N2CCOCC2)c(OC(C)=O)c2ccccc12,121,2.4,0.57,95,3,-0.3,4,-21,-3,-5
O=C(C1CCN(S(=O)(=O)c2cccc3nsnc23)CC1)N1CCCc2ccccc21,91,1.8,0.76,93,-3,0.1,8,15,3,-8
CS(=O)Cc1cc(Sc2ccccc2)nc(-c2ccncc2)n1 (configuration not stated),99,3.1,1.1,102,11,-0.3,-3,5,-11,2
COc1cccc(/C=C/C(=O)Nc2ccc3c(c2)OCCO3)c1,78,0.1,6.7*,129*,168*,0.2,-34,31,-168,86*
CC1=C(C(N)=O)C(c2ccc(Cl)cc2Cl)n2ncnc2N1 (configuration not stated),95,-1.0,1.3,92,2,-0.4,9,9,-2,-3
O=C(c1ccc(F)cc1)N(C(=O)c1ccc(F)cc1)c1ncccn1,101,0.2,1.1,102,-71,-0.1,-3,1,71*,-7
CN1CCN(Cc2cn[nH]c2-c2ccc(F)cc2F)[C@@H](c2ccccc2)C1,88,0.6,1.4,90,14,-0.1,9,16,-14,-5
CCCOc1ccc(N2C(=O)CC(N3CCN(S(=O)(=O)c4ccccc4)CC3)C2=O)cc1 (configuration not stated),102,2.4,1.3,98,10,0.0,2,3,-10,-10
Cc1cccc(NC(=O)COc2cccc3c2CCN(Cc2ccccc2)C3=O)c1C,107,5.1,0.85,103,3,-0.5,-3,-14,-4,-8
Cn1cccc1C(=O)OCC(=O)N1c2ccccc2NC(=O)C1(C)C,99,1.5,1.1,86,-3,0.0,14,8,3,-4
Cc1cccc(C(=O)NCC(c2ccco2)N(C)C)c1 (configuration not stated),102,1.3,1.2,98,-3,0.1,1,0,3,-4
CCSc1nnc(NC(=O)CSc2nc(C)cc(C)n2)s1,100,2.0,0.85,95,·,-0.2,6,0,·,-4
CC(C)CN1CCC(CN(C)Cc2nc(-c3cnccn3)no2)CC1,109,2.6,·,103,19,-0.1,-5,-5,-19,-1
O=C(CC1OC(=O)c2ccccc21)Nc1ccccc1N1CCOCC1 (configuration not stated),98,-0.4,1,105,1,-0.6,-5,12,-1,-1
Cn1c(SCC(=O)N2CCOCC2)nc(O)cc1=O,103,1.3,1.4,100,0,0.2,0,-2,0,-4
COc1ccc2c(CC(=O)NC3CCCc4ccccc43)coc2c1 (configuration not stated),97,4.3,1.1,109,9,-0.3,-10,0,-9,-6
O=C1SC(SC(=Nc2ccccc2)Nc2ccccc2)C(=O)N1c1ccccc1 (configuration not stated),93,1.6,1.9,138*,18,-0.1,-42,16,-18,-4
CC(=O)Oc1ccc(-c2csc(Nc3cccnc3)n2)cc1,82,2.8,1.7,110,11,-0.1,-11,24,-11,12
Cc1ccc(NC(=O)CS(=O)(=O)c2c[nH]c3ccccc23)c(C)c1,104,0.2,1.1,108,5,0.4,-9,2,-5,-6
Cc1occc1-c1nnc(SCC(=O)N(C)CCC#N)n1N,97,0.1,0.91,100,14,-0.4,-4,5,-14,-4
Nn1c(SCCOc2ccc(Cl)cc2)nnc1-c1cccnc1,108,2.6,1.2,103,-18,0.0,-4,-5,18,-9
CCOc1ccc(S(=O)(=O)NCc2ccncc2)cc1,27,1.3,0.56,74,-13,-0.2,28,88*,13,-1
O=C(NNC(=O)c1ccccc1[N+](=O)[O-])Nc1ccc(Cl)cc1,96,-0.7,1.1,111,4,-0.2,-14,9,-4,0
CCn1cnc2c1c(=O)n(Cc1nnc3n1-c1ccccc1SC3)c(=O)n2Cc1ccccc1,105,0.3,1.2,98,20,-0.2,2,-2,-20,0
CCN1CCc2c(OCC(=O)N3CCCCC3)cccc2C1=O,92,2.7,1.4,98,2,-0.3,1,19,-2,-2
O=C1CN(C(=O)COC(=O)c2ccc(N3CCCCCC3)c([N+](=O)[O-])c2)c2ccccc2N1,114,6.3,0.92,102,-1,-0.3,-3,-10,1,-4
O=S(=O)(c1cccc(F)c1)N1CCN(C(=S)NCc2ccccc2)CC1,100,4.8,0.77,95,15,-0.1,4,2,-15,-2
Cc1ccc(S(=O)(=O)CCC(=O)Nc2cccc(C)c2)cc1,93,0.3,1.1,104,9,-0.3,-4,8,-9,-2
Cc1nnc(SCC(=O)Nc2nsc(-c3ccccc3)n2)s1,106,2.5,1.2,107,23,0.5,-8,-4,-23,8
CCN(C(=O)COC(=O)c1cc(NS(=O)(=O)c2ccc(Cl)c([N+](=O)[O-])c2)ccc1O)C1CCCCC1,101,1.4,0.76,102,-6,0.0,-2,2,6,-2
COC(=O)c1ccc(-c2noc(CN(Cc3ccccn3)CC3CCCO3)n2)cc1 (configuration not stated),100,1.0,0.8,98,13,-0.1,1,5,-13,4
c1ccc(COc2nsnc2N2CCOCC2)cc1,118,-0.2,1.1,104,-5,-0.2,-5,-12,6,-7
Fc1ccc2c(c1)C(c1cccnc1)=NNC(c1cccs1)=N2,99,0.4,1.4,103,-10,0.0,0,-2,10,-3
